Screens as filed in PubChem BioAssay.
KDM5B inhibitor: KDM5B demethylase inhibition. Potency, µM (top dose mostly 57.7 µM), for inactives: top-dose activity change, negative = inhibition, usual class: inhibitors. 220,000 compounds, 2.6% hits. Q9UGL1. KDM5B demethylase, FDH-coupled NADH fluorescence (FDH is formaldehyde dehydrogenase). AID 1347165; active = well fitted inhibition curve with a large enough effect; inconclusive = small, poorly fitted or top-dose-only effect; inactive = no such curve, though single readings can be large or run the other way; also: 0% is about no effect; nearly all actives have a fitted effect of over 70% in size
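qHTS format, multiple compound concentrations. Buffer 50 mM HEPES pH 7.5/0.01% Tween-20; 200 nM KDM5BΔAP final; 10 min compound preincubation; substrate-mix levels 12.5 µM peptide, 25 µM α-KG, 0.25 mM NAD⁺; 30 min RT; ΔRFU.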
* = called active by the depositor; [ ] = dose if it differs, or a comment. Potency is read from the fitted curve at half-maximal effect.

O=C(c1ccc2c(c1)OCO2)N1[C@H]2CC[C@@H]1c1cnc(-c3ccccc3)nc1C2 was read as KDM5B inhibitor 3%.
Screening O=[S+]1([O-])NCC2(CCN(Cc3ccoc3)C2)Oc2ncccc21 (centres undefined) returned KDM5B inhibitor -12%[149 µM].
For Cn1cc(C(=O)OCC(=O)NC(=O)NC(C)(C)C)c2ccccc21 the results were KDM5B inhibitor 4%.
`Cc1cc(C)n(CC(=O)N2[C@H]3CC[C@@H]2c2cnc(-c4ccc(F)cc4)nc2C3)n1` gave KDM5B inhibitor -9%.
CN(C)c1ccc(C(=O)NC[C@H]2C[C@@H]3CCN2C[C@@H]3CN2CCOCC2)cc1 was read as KDM5B inhibitor 6%[86.2 µM].
O=C(O)c1cc(Cl)c(O)c(Cl)c1 was read as KDM5B inhibitor 18%.
`O=C(c1ccccc1)N1C[C@@H]2C[C@H](C1)c1c(/C=C/c3ccc(Cl)cc3)ccc(=O)n1C2` gave KDM5B inhibitor 35µM*.
CCn1cc(CN2CCN(C(=O)Cc3ccsc3)CC2)ccc1=O was read as KDM5B inhibitor inconclusive.
`CC[C@H]1CN2CC[C@H]1C[C@@H]2CNC(=O)Nc1ccc(Br)cc1` gave KDM5B inhibitor -13%[86.2 µM].
CCS(=O)(=O)N1[C@H]2CC[C@@H]1c1cnc(-c3ccc(F)cc3)nc1C2 was read as KDM5B inhibitor -10%.
For CCCCn1c(C)c(C(=O)OCC)c2cc(OC(C)=O)ccc21 the results were KDM5B inhibitor 3%.
`CCC1C(c2ccccc2)NC(c2ccccc2)CC1(O)c1ccc(F)cc1` (centres undefined) gave KDM5B inhibitor -19%.
`O=C(Nc1ccccc1)[C@H]1CN2CC[C@H]1C[C@@H]2Cn1cc(CC2CCCCC2)nn1` gave KDM5B inhibitor -5%[86.2 µM].
For Cc1ccc(C(=O)NC[C@H]2C[C@@H]3CCN2C[C@@H]3c2cc(-c3ccccc3)nn2C)cc1 the results were KDM5B inhibitor 8%[86.2 µM].
Screening CCCOc1ccc(C2SCC(=O)Nc3c2c(C)nn3-c2cccc(C)c2)cc1OC (centres undefined) returned KDM5B inhibitor -29%.
Screening O=C(Cc1ccc([N+](=O)[O-])cc1)N1CCN(Cc2ccc3c(c2)OCO3)CC1 returned KDM5B inhibitor inconclusive.
Screening O=C(c1ccncc1)N1CC2CCC(C1)N2Cc1cccc(Cl)c1 returned KDM5B inhibitor 16%[149 µM].
Screening CN1C(=O)N(C)C(=O)C2(Cc3ccccc3N3CCCC32)C1=O (centres undefined) returned KDM5B inhibitor inconclusive.
For COc1ccc(CCNCc2sccc2C)cc1OC the results were KDM5B inhibitor 11%.
CCCCc1cn(C[C@H]2CC3CCN2C[C@@H]3C(=O)NCc2ccccc2)nn1 (some centres undefined) was read as KDM5B inhibitor 11%[86.2 µM].

Gathered by group, the compounds so far containing an aryl methoxy group.
Screening CCCOc1ccc(C2SCC(=O)Nc3c2c(C)nn3-c2cccc(C)c2)cc1OC (centres undefined) returned KDM5B inhibitor -29%.
For COc1ccc(CCNCc2sccc2C)cc1OC the results were KDM5B inhibitor 11%.

Later entries.
For CCOC(=O)c1c(C)n(C2CCCC2)c2ccc(O)cc12 the results were KDM5B inhibitor 9%.
`COc1ccc(CNC[C@H]2C[C@@H]3CCN2C[C@@H]3c2cc(-c3ccc(F)cc3)nn2C)cc1` gave KDM5B inhibitor -12%[86.2 µM].
CN(C)C(=O)CC1CCOC2(CCNCC2)C1 (centres undefined) was read as KDM5B inhibitor 5%.
`O=C(O)COc1ccc(Cl)cc1Cl` gave KDM5B inhibitor 23%.
CCn1cc(CN2CCN(C(=O)COc3ccccc3)CC2)ccc1=O was read as KDM5B inhibitor inconclusive.
O=C1CO[C@H]2CN(Cc3ncc[nH]3)C[C@H]2N1Cc1ccncc1 was read as KDM5B inhibitor 35µM*.
`CCCOc1ccccc1CCN` gave KDM5B inhibitor -2%.
O=C1CS(=O)C2(CCNCC2)N1C1CCCC1 (centres undefined) was read as KDM5B inhibitor 138%[activator].
Screening Cc1ccc(C(C)C)cc1OCC(=O)N1CCN(Cc2nc(N)c3ccccc3n2)CC1 returned KDM5B inhibitor 1%.
Cn1nc(-c2ccc3ccccc3c2)cc1[C@H]1CN2CC[C@H]1C[C@@H]2CNC(=O)Nc1cccc(C#N)c1 was read as KDM5B inhibitor -3%.
`CN1Cc2ccccc2-n2ccnc2C12CCN(C(=O)c1cc(F)cc(F)c1)CC2` gave KDM5B inhibitor 20%.
`COc1cc(/C=C(\C)[N+](=O)[O-])c(OC)c2c1OCO2` gave KDM5B inhibitor inconclusive.
For C=CCn1c(O)c(C(C)=Nc2cccc(C(F)(F)F)c2)c(=O)[nH]c1=O the results were KDM5B inhibitor 8%.
Oc1ccc(C2=CCN(CC(O)COc3ccc(F)cc3)CC2)cc1 (centres undefined) was read as KDM5B inhibitor inconclusive.
COc1cc2c(cc1OCc1ccccc1)NC(=O)C21CCN(c2ccnc(C)n2)CC1 was read as KDM5B inhibitor -2%[86.2 µM].
Screening COc1ccc(OC)c(S(=O)(=O)N2[C@H]3CC[C@@H]2c2cnc(-c4ccccc4)nc2C3)c1 returned KDM5B inhibitor -10%.
`O=C1NC2(CN(Cc3ccccn3)C2)Oc2ccccc21` gave KDM5B inhibitor -4%[86.2 µM].
`CSc1cccc(NC(=O)NC[C@H]2C[C@@H]3CCN2C[C@@H]3CN(C)Cc2ccccc2)c1` gave KDM5B inhibitor -2%.
`COc1cc2c(cc1OCc1ccccc1)N(C(=O)c1cccc3[nH]ccc13)CC21CCN(C)CC1` gave KDM5B inhibitor inconclusive.
COc1ccc([N+](=O)[O-])c(N2CC3CCC(C2)N3CC(F)(F)F)n1 was read as KDM5B inhibitor -18%[115 µM].

A portion of the results above, for reference:
Screening CCCOc1ccc(C2SCC(=O)Nc3c2c(C)nn3-c2cccc(C)c2)cc1OC (centres undefined) returned KDM5B inhibitor -29%.
Screening O=C(Cc1ccc([N+](=O)[O-])cc1)N1CCN(Cc2ccc3c(c2)OCO3)CC1 returned KDM5B inhibitor inconclusive.
Screening O=C(c1ccncc1)N1CC2CCC(C1)N2Cc1cccc(Cl)c1 returned KDM5B inhibitor 16%[149 µM].

The results go on:
For COc1ccc2c(c1)C1(CCN(C(=O)c3cccc(F)c3)C1)C(=O)N2C (centres undefined) the results were KDM5B inhibitor 31%.
`C#C[C@H]1CN2CC[C@H]1C[C@@H]2CNS(=O)(=O)c1cccc(C#N)c1` gave KDM5B inhibitor -21%[86.2 µM].
Cc1nc(-c2ccccc2)cc([C@H]2CN3CC[C@H]2C[C@@H]3CNC2CCOCC2)n1 was read as KDM5B inhibitor -27%[86.2 µM].
Screening Cc1ccccc1CN1CCCN(Cc2ccc(Cl)cc2)S1(=O)=O returned KDM5B inhibitor -11%.
`COCCN1CCN(C(=O)C2C(C)(C)C2(C)C)[C@H]2CS(=O)(=O)C[C@H]21` gave KDM5B inhibitor 17%.
For Cc1ccc(N=C(/N=C(\N)N[N+](=O)[O-])Nc2ccc(C)cc2)cc1 the results were KDM5B inhibitor 28%.
Cc1[nH]c2c(C)cccc2c1C(O)CN1CCC(C)CC1 (centres undefined) was read as KDM5B inhibitor 2%.
`O=C1NC(=O)N(Cc2ccc(F)cc2)C(=O)/C1=C\c1ccoc1` gave KDM5B inhibitor inconclusive.
For CC(=O)Nc1ccc(CN2CCC3(CC2)C(=O)Nc2ccccc23)cc1 the results were KDM5B inhibitor -10%[115 µM].
CC(C)NC(=O)NC(=O)CCl was read as KDM5B inhibitor 15%.
`c1ccc(-c2ncc3c(n2)C[C@@H]2CC[C@H]3N2)cc1` gave KDM5B inhibitor 70%[activator].
`O=[N+]([O-])/C=C\c1ccc2c(c1)OCO2` gave KDM5B inhibitor inconclusive.
Screening Cc1nc(-c2ccccc2Br)cc([C@H]2CN3CC[C@H]2C[C@@H]3CNC(=O)C2CC2)n1 returned KDM5B inhibitor -14%.
`O=C(c1cncnc1)N1C[C@@H]2C[C@H](C1)c1c(-c3ccc4ccccc4c3)ccc(=O)n1C2` gave KDM5B inhibitor -22%[86.2 µM].
COCC(=O)NC1CCC12CCNCC2 (centres undefined) was read as KDM5B inhibitor 14%.
Cc1c(CC(=O)N2CCN(CCc3ccccn3)CC2)c(=O)oc2cc(O)ccc12 was read as KDM5B inhibitor inactive.
Screening CCCNC(=O)NC(=O)COC(=O)c1cn(C)c2ccccc12 returned KDM5B inhibitor 11%.
For C#CCN(C)C[C@H]1CN2CC[C@H]1C[C@@H]2CNS(=O)(=O)c1cccs1 the results were KDM5B inhibitor -10%[86.2 µM].
`c1ccc(CNc2c3c(nc4ccccc24)CCC3)cc1` gave KDM5B inhibitor inconclusive.
Screening COc1ccccc1NC(=O)N(Cc1ccc2c(c1)OCO2)C1CCN(Cc2ccccc2)CC1 returned KDM5B inhibitor -11%.
Cc1ccc(C2SCC(=O)Nc3c2c(C)nn3-c2ccccc2)cc1 (centres undefined) was read as KDM5B inhibitor inconclusive.
O=C1N(Cc2ccccn2)C[C@H]2CN(Cc3nccs3)CCN12 was read as KDM5B inhibitor inconclusive.
For O=C(C1CCOCC1)N1CCC2(CC1)NCc1ccccc1-n1ccnc12 the results were KDM5B inhibitor 10%.
`CCc1ccc(C2SCC(=O)Nc3n[nH]c(C)c32)cc1` (centres undefined) gave KDM5B inhibitor inconclusive.
O=C1OCC2(CCN(Cc3ccccn3)C2)N1c1ccncc1 (centres undefined) was read as KDM5B inhibitor inconclusive.
`CC(C(=O)c1c[nH]c2ccccc12)N1CCN(C(=O)c2ccco2)CC1` (centres undefined) gave KDM5B inhibitor -8%.
`CN1Cc2ccccc2-n2ccnc2C12CCN(C(=O)c1cccc(C(F)(F)F)c1)CC2` gave KDM5B inhibitor 8%.
For CCC(=NCc1cccnc1)c1c(O)n(-c2ccccc2C)c(=O)[nH]c1=O the results were KDM5B inhibitor 9%.
Cc1nc(-c2ccc(C(F)(F)F)cc2)cc([C@H]2CN3CC[C@H]2C[C@@H]3CNC(=O)C2CC2)n1 was read as KDM5B inhibitor -13%.
CN(C)C1CNC1 was read as KDM5B inhibitor 6%[460 µM].
O=S1(=O)N(Cc2ccccc2Cl)CCCN1Cc1ccccc1Cl was read as KDM5B inhibitor -21%.
For CCC(CC)c1cc([C@H]2CN3CC[C@H]2C[C@@H]3CNC(=O)COc2ccccc2)nc(-c2ccncc2)n1 the results were KDM5B inhibitor 25µM*.
CCCCC(=O)N/N=C/c1c(O)n(Cc2ccc(F)cc2)c(=O)[nH]c1=O was read as KDM5B inhibitor inconclusive.
Screening O=C(c1ccsc1)N1[C@H]2CC[C@@H]1c1cnc(-c3ccccc3)nc1C2 returned KDM5B inhibitor 19%.

Fetched by compound from above (five):
Screening O=C(c1ccsc1)N1[C@H]2CC[C@@H]1c1cnc(-c3ccccc3)nc1C2 returned KDM5B inhibitor 19%.
For CCC(=NCc1cccnc1)c1c(O)n(-c2ccccc2C)c(=O)[nH]c1=O the results were KDM5B inhibitor 9%.
O=S1(=O)N(Cc2ccccc2Cl)CCCN1Cc1ccccc1Cl was read as KDM5B inhibitor -21%.
O=C1N(Cc2ccccn2)C[C@H]2CN(Cc3nccs3)CCN12 was read as KDM5B inhibitor inconclusive.
For O=C(C1CCOCC1)N1CCC2(CC1)NCc1ccccc1-n1ccnc12 the results were KDM5B inhibitor 10%.

Some of the compounds tested; rates above refer to the full screens.
